Her2 expr inh: inhibitors of Her2 protein expression, primary screen, SKBR-3 cells, AlphaScreen, 66K library | Receptor tyrosine-protein kinase erbB-2 (Homo sapiens), P04626 | SKBR-3 HER2 protein level, 18-24 h; stronger effect = lower value | HER2 level % of control, % at 10 µM | 0.69% of 65,000 active | AID 645, 2007;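 active = HER2 level under 5% of the carrier-only control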;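 also: 100% = DMSO carrier and 0% = 500 nM PU-H71 HSP90 inhibitor; lower value means stronger loss of Her2 protein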
TNAP act DEA: human TNAP enzyme activators, primary screen, biochemical, luminescent, intermediate phosphate acceptor level; 64,000 tested, under 10 active; activation factor at 20 µM; Alkaline phosphatase, tissue-nonspecific isozyme (Homo sapiens), P05186; AID 813, 2007; purified TNAP, CDP-star luminescence, 100 mM DEA, 30 min; stronger effect = higher value; scale: 0 levamisole-inhibited, 1 vehicle-only enzyme;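 active = activation factor of at least 2 at 20 µM, relative to controls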
Target sequence (P05186 whole entry, looked up): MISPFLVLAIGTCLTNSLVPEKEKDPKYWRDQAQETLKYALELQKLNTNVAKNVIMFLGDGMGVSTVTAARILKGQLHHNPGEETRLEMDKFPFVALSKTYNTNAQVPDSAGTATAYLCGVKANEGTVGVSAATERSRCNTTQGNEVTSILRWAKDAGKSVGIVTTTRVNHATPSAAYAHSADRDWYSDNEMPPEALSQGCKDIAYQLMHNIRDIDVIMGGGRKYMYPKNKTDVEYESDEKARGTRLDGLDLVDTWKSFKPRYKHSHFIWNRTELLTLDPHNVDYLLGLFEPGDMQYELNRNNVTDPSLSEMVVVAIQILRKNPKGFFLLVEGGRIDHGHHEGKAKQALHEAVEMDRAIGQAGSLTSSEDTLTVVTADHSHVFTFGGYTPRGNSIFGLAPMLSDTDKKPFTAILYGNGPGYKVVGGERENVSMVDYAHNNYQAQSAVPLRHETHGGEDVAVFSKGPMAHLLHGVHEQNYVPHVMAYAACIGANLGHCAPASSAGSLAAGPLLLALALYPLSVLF
FXIIa mix inh: human factor XIIa inhibitors, primary screen, biochemical, pooled compound mixtures, fluorogenic substrate; Coagulation factor XII (Homo sapiens), P00748; purified FXIIa; inhibition, % at 5 µM; 0.2% of 62,000 active; in the data active = inhibition above about 20%, passing the limit was not always enough;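 also: 0% = enzyme without compound and 100% = no enzyme blank; some results filed as inactive read as strong as hits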
MKP-1 inh: MKP-1 phosphatase inhibitors, primary screen, biochemical, in vitro. Dual specificity protein phosphatase 1 (Homo sapiens), P28562. recombinant MKP-1, OMFP hydrolysis fluorescence. inhibition, %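 (compounds tested at a single concentration somewhere between 10 and 100 µM)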. 0.15% of 65,000 active. AID 374, 2006;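 active = inhibition above about 50%, limit read from the data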;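 also: 0% = DMSO max control wells and 100% = wells with enzyme stopped by NaOH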
D1 mod: D1 CRE-luciferase signal change, two-sided – cell-based, HEK293 D1, dopamine EC30, D1 allosteric modulator project, primary screen. D(1A) dopamine receptor (Homo sapiens), P21728. AID 641, 2007. dopamine EC30 potentiation; actives deviate in either direction. B-score at 10 µM. 5.9% of 58,000 active;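 active = luminescence count or its row- and column-corrected plate score outside the 99.7% band of the plate's sample wells, on either side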
Target sequence (P21728 whole entry, looked up): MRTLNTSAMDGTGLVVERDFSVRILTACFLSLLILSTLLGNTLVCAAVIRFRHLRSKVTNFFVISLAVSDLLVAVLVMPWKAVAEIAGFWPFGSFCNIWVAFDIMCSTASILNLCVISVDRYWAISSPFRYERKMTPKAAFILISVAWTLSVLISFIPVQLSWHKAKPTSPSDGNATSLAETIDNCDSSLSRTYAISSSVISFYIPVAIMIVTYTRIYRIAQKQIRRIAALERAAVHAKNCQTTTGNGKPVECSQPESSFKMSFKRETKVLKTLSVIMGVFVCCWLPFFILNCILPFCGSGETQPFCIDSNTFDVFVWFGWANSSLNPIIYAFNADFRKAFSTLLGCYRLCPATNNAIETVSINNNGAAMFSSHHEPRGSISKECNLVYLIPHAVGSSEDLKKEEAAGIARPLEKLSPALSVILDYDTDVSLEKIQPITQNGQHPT
RORA act: activators of orphan receptor RORA, primary screen, cell-based, luminescence; Nuclear receptor ROR-alpha (Homo sapiens), P35398; CHO-K1 Gal4-RORA LBD luciferase reporter; percent increase over mock-subtracted basal signal; activation, % at 10 µM; 1.5% of 65,000 active; AID 560, 2006;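 active = activation above the mean of all tested compounds plus 3 SD, cut at about 49% in these data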;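 also: 0% = DMSO-treated RORA cells and 100% = added signal equal to DMSO minus mock-transfected cells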
SF1 activator: activators of human SF-1, primary screen, cell-based, CHO-K1, Gal4-SF-1 LBD, luciferase luminescence; CHO-K1 Gal4-SF-1 LBD luciferase reporter; % increase over DMSO SF-1-specific signal; activation, % at 10 µM; 1.9% of 65,000 active; AID 522, 2006;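 active = activation above the mean activation of all tested compounds plus 3 SD, cut at about 50% in these data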
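Material: Gal4–SF-1 LBD one-hybrid luciferase reporter in CHO-K1 cells | Amount: 4,000 cells per well | Compound dosing: 10 µM single point, 1% DMSO | Schedule: 20 h compound treatment, 37 °C | Measured by: SteadyLite luciferase luminescence | Evaluation: Percent activation versus DMSO | Control set: DMSO-treated SF-1-transfected cells as negative, DMSO-treated mock-transfected cells lacking SF-1 as background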
Cdc25B block: inhibitors of Cdc25B phosphatase catalytic domain, primary screen, biochemical, OMFP fluorescence; AID 368, 2006; inhibition, %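 (compounds tested at 10 µM final in the well)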; recombinant Cdc25B, OMFP fluorescence Ex485/Em525; M-phase inducer phosphatase 2 (Homo sapiens), P30305; 0.1% of 65,000 active; in the data active = inhibition above about 50%
Hsp90 block: tumor Hsp90 inhibitors, primary screen, cell lysate, fluorescence polarization, NCI-N417 lysate. Heat shock protein HSP 90-alpha (Homo sapiens), P07900. Cy3B-geldanamycin FP displacement. inhibition, % at 30 µM. 0.35% of 64,000 active. AID 429, 2006;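 active = inhibition above 50%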;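 also: 0% = tracer plus lysate wells and 100% = tracer alone without lysate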
* hit, by the source's call; · = no result given.

SMILES	Her2 expr inh	TNAP act DEA	FXIIa mix inh	MKP-1 inh	D1 mod	RORA act	SF1 activator	Cdc25B block	Hsp90 block
COc1ccc(CN(C(=O)c2ccco2)c2ccc(Br)cc2)cc1OC	94	0.9	10	0	-0.31	9	-2	-5	-6
Cc1ccc(CN2C(=O)CCC2C(=O)NC(C)C)cc1 (configuration not stated)	74	0.9	8	-2	0.029	-8	-3	5	1
CCOCCCN1CC(C(=O)NCCc2ccc(C)cc2)CC1=O (configuration not stated)	84	1	-18	1	-0.47	-7	-11	16	-1
CCOC(=O)CN(C(=O)CNC(=O)c1ccco1)C(C(=O)NC1CCCC1)c1ccccc1OCC (configuration not stated)	72	1	11	3	-0.11	-4	-1	16	-2
O=C(CCn1cnc2ccccc2c1=O)Nc1cccc(Cl)c1	98	0.9	1	-7	0.39	-13	13	-16	0
COc1cccc(N2C(=O)CC(Nc3ccc(N4CCOCC4)cc3)C2=O)c1 (configuration not stated)	75	0.9	8	-3	-0.4	-21	0	-1	13
CCOC(=O)N1CCC(n2c(SCC(=O)Nc3nccs3)nc3ccsc3c2=O)CC1	81	0.9	3	35	-0.071	-5	9	-6	-4
O=C(NCc1ccc(F)cc1)C1CCN(S(=O)(=O)N2CCCCC2)CC1	130	1	2	-7	0.39	-15	-7	-6	-1
COc1ccc(OCC(=O)N2CCN(c3cccc(C(F)(F)F)c3)CC2)cc1	98	1.1	4	4	-1.2	2	5	-4	-7
CC1(C)CC(=O)C2=C(C1)N(CC1CCCO1)C(=O)C2(O)C(F)(F)F (configuration not stated)	93	0.8	4	-15	0.26	-37	-1	16	2
NC(=O)CSc1nnc(COc2ccccc2)n1CCc1ccccc1	17	1	4	19	-0.061	-23	-14	5	0
O=C(O)CCCC(=O)Nc1c(F)c(F)c(F)c(F)c1F	78	1	-5	-7	-0.53	9	-5	4	1
COC(=O)c1cccc(NC(=O)CSc2nnc(COc3ccc(C#N)cc3)n2-c2ccccc2)c1	73	1	12	0	-0.043	-8	-2	-2	-2
COc1ccc2[nH]c(=O)c(CN(C(C)=O)c3cccc(C)c3)cc2c1	127	0.9	·	3	1.4	-17	-12	-1	3
Cc1nc2nc(C)c(CCC(=O)N3CCc4ccccc43)c(C)n2n1	112	1	5	-5	1.9	-3	11	-2	-4
CCOC(=O)N1CCC(Nc2c(NCCN3CCN(Cc4ccccc4)CC3)c(=O)c2=O)CC1	95	1	10	16	2.1	15	14	-6	-1
N#CCCCSc1nnc(CSc2nc3ccccc3s2)n1-c1ccccc1	171	1	-7	13	·	-13	-17	-25	·
Cc1ccc(C)c2[nH]c(=O)c(CN(CC3CCCO3)S(=O)(=O)c3ccc4c(c3)OCCO4)cc12 (configuration not stated)	100	0.9	16	-6	-1.6	-10	-1	1	-2
COCCCNC(=O)C1C2C=CC3(CN(Cc4ccc(C)cc4)C(=O)C13)O2 (configuration not stated)	124	0.9	3	1	-1.4	19	3	0	-3
Cn1nnnc1CCOCCc1nnnn1C	96	0.9	9	-20	-0.052	-15	-9	-3	3
CCC(=O)N1c2ccc(S(=O)(=O)CCC(=O)Nc3nccs3)cc2CC1C (configuration not stated)	150	1	-17	-12	0.47	-8	28	-10	2
CCOC(=O)C1CCCN(c2ncnc3c2[nH]c2cccc(OC)c23)C1 (configuration not stated)	71	1	4	-5	0.56	-25	-13	10	-5
c1ccc(OCCOCCSc2ncccn2)cc1	81	1	5	-4	1	7	4	-8	0
CCn1c(SCC(=O)OC(C)C)nnc1-c1cccc(Cl)c1	78	1	1	25	-0.06	7	-1	-1	1
CCCc1nc2oc3c(NCCN4CCOCC4)ncnc3c2c2c1CCCC2	98	0.9	9	30	·	-14	-3	0	1
CC(C)(C)c1ccc(OCC(=O)O)cc1	93	0.8	-19	-6	-0.23	-11	-5	-13	-2
Cn1c(=O)n(C)c2cc(C(=O)Nc3ccc4c(c3)OCO4)ccc21	110	·	·	9	-2.3	19	21	1	2
COc1cc(CC(=O)Nc2ncc(C)s2)cc(OC)c1OC	80	0.9	2	-2	-0.87	7	-11	-7	2
Fc1ccc(N2CCN(C(c3cccs3)c3nnnn3CCc3ccccc3)CC2)cc1 (configuration not stated)	76	0.9	-5	5	·	0	-4	-10	0
Clc1ccc(OCc2nn3c(C4CCCCC4)nnc3s2)c(Cl)c1	90	1.1	11	2	1.4	-9	6	0	-2
O=C(O)C1C2C=CC3(CN(CC(O)COc4ccccc4)C(=O)C13)O2 (configuration not stated)	129	1	6	15	-0.19	-1	0	3	-1
COc1cc(-c2nnc(Cn3cc(C(F)(F)F)ccc3=O)o2)cc(OC)c1OC	86	0.9	13	27	0.1	-12	-21	-4	-7
CN(C(=O)c1cccnc1)c1nnc(-c2cccnc2)s1	94	0.9	5	19	0.62	-8	6	7	2
O=C(Cc1ccc(-n2c(=O)[nH]c3ccccc3c2=O)cc1)N1CCN(c2ccccc2)CC1	113	1	3	21	0.3	2	15	-8	-3
Cn1c(SCC(=O)N2CCN(c3ccccc3)CC2)nnc1-c1cc2ccccc2o1	27	1	10	2	-0.022	-8	10	-11	-4
O=C(Nc1ccc(N2CCOCC2)cc1)NC1CCCCC1	90	1	0	4	0.095	30	20	-3	1
CCn1c(CSc2ncccn2)nnc1SCC(=O)N1CCc2ccccc21	83	1	-20	15	0.9	-11	-5	1	-5
Cn1c(Cn2c(=O)sc3ccccc32)nnc1SCc1ccccc1	95	1.1	-4	9	-0.68	-4	12	-10	3
CCN(CC)CCNC(=O)c1ccc(N2CCCCC2)c(NS(=O)(=O)c2ccc(C)cc2)c1	69	0.9	6	-7	-2.9	20	-9	-7	0
Cc1cc(C)nc(-n2nc(C)c(Oc3ccccc3O)c2C)n1	82	0.9	-1	14	-0.13	-16	-4	-8	-4
CCN1C(=O)/C(=C2\C=Cc3ccccc3N2CC)OC1=S	65	0.8	4	-20	0.91	-10	-7	1	7
O=C(Nc1ccc(N2CCN(C(=O)c3ccco3)CC2)cc1)c1ccc2c(c1)OCO2	87	1.1	2	28	·	2	13	-13	-6
Cc1cccc(NC(=O)C2CCCN2S(=O)(=O)c2ccc(F)cc2)c1C (configuration not stated)	107	0.9	6	-2	-0.019	-7	-2	-13	-3
CCN(CCCNC(=O)c1cn(CC)c2ccc(S(=O)(=O)N(C)C)cc2c1=O)c1cccc(C)c1	72	0.9	-4	32	2.8	62*	10	-20	-5
COc1ccc(S(=O)(=O)N2CCC(C(=O)NCc3ccccn3)CC2)cc1C	93	1	6	-1	0.32	-10	-3	-15	-8
O=S(=O)(Nn1cnnc1)c1ccccc1Cl	83	1	-6	-24	-0.45	-4	2	0	-1
CC1(C)CC(NC(=O)C23CCC(C)(C(=O)C2)C3(C)C)CC(C)(C)N1 (configuration not stated)	91	0.9	0	11	-0.92	-7	-7	0	-1
Cc1cc(C)cc(N(C(=O)Cn2nnc3ccccc32)C(C(=O)NCc2ccco2)c2ccncc2)c1 (configuration not stated)	85	0.9	10	22	0.16	6	13	-1	-1
COc1ccccc1C(=O)NCCc1nc2ccccc2n1C	109	0.9	3	3	-0.11	9	-4	-13	0
CCc1cc2c(-c3ccccc3)cc(=O)oc2c(CN2CCOCC2)c1O	105	1	3	7	2.4	3	10	-5	1
Cc1ccc(S(=O)(=O)c2nc(-c3ccco3)oc2SCC(=O)NCC2CCCO2)cc1 (configuration not stated)	92	0.9	7	11	0.96	-8	8	·	-7
CCCNC(=O)C(Cc1ccccc1)NS(=O)(=O)c1ccc2c(c1)CCC(=O)N2 (configuration not stated)	106	1	2	11	1.1	18	-8	-4	-2
CCOc1ccc(N2C(=O)CC(N3CCOCC3)C2=O)cc1 (configuration not stated)	93	1	1	28	-0.064	-4	-10	-6	-1
COc1cc2[nH]c(=O)c(C(=O)NCCCN3CCCCC3)c(O)c2cc1OC	99	0.9	11	-8	-4.3*	11	14	-3	4
Cc1c(C(=O)N2CCN(Cc3ccccc3)CC2)sc2ncnc(N3CCOCC3)c12	88	1	1	8	0.44	18	-1	-4	-1
O=C(CCn1c(=O)oc2ccccc21)NCc1ccc2c(c1)OCO2	103	0.9	7	16	0.42	-15	-10	-1	-2
O=C(CN1CCOc2ccccc21)NCc1cccs1	106	1	-2	8	1.1	3	13	0	0
CC(NC(=O)CN1CCN(Cc2ccc(Cl)cc2)C1=O)c1ccc2c(c1)OCCO2 (configuration not stated)	52	1	10	-5	-0.38	7	11	-17	2
COc1ccccc1N1CCN(CC(=O)Nc2cc(F)ccc2C)CC1	81	0.9	6	13	·	-7	-4	-17	-3
Cc1c(C#N)c2ncnc(N)c2n1-c1ccccc1	82	0.9	5	12	0.53	-3	-9	0	1

5 consecutive records from above, for reference:
SMILES	Her2 expr inh	TNAP act DEA	FXIIa mix inh	MKP-1 inh	D1 mod	RORA act	SF1 activator	Cdc25B block	Hsp90 block
COc1ccccc1C(=O)NCCc1nc2ccccc2n1C	109	0.9	3	3	-0.11	9	-4	-13	0
CCc1cc2c(-c3ccccc3)cc(=O)oc2c(CN2CCOCC2)c1O	105	1	3	7	2.4	3	10	-5	1
Cc1ccc(S(=O)(=O)c2nc(-c3ccco3)oc2SCC(=O)NCC2CCCO2)cc1 (configuration not stated)	92	0.9	7	11	0.96	-8	8	·	-7
CCCNC(=O)C(Cc1ccccc1)NS(=O)(=O)c1ccc2c(c1)CCC(=O)N2 (configuration not stated)	106	1	2	11	1.1	18	-8	-4	-2
CCOc1ccc(N2C(=O)CC(N3CCOCC3)C2=O)cc1 (configuration not stated)	93	1	1	28	-0.064	-4	-10	-6	-1

(continued)
SMILES	Her2 expr inh	TNAP act DEA	FXIIa mix inh	MKP-1 inh	D1 mod	RORA act	SF1 activator	Cdc25B block	Hsp90 block
O=C(/C=N/O)Nc1cccnc1	101	0.8	9	5	-0.13	-18	6	2	-1
CN(C)c1ccc(N/C=C/C(=O)c2ccc(F)cc2)cc1	97	0.8	2	1	-1.3	37	9	-9	5
COc1ccc(CC2C(=O)OC(C)(C)OC2=O)cc1	107	0.9	-5	-17	·	7	-6	-1	-3
CCCCn1c(SCC(=O)Nc2nnc(CC)s2)nc2c1c(=O)n(C)c(=O)n2C	102	1	0	0	-0.62	11	2	-4	-5
CSc1sc(C)cc1C1C(C#N)=C(N)N(c2cccnc2)C2=C1C(=O)CC(C)(C)C2 (configuration not stated)	110	1	2	24	-0.14	16	4	-10	-4
COC(=O)C(C(=O)OC)=C(/C=C/C=C/N(C)C)N(C)C	117	0.9	3	-4	0.043	-10	-5	-3	2
Cc1ccc(C(=O)NCCN2CCOCC2)cc1Cl	85	0.9	7	6	-1.2	-18	21	-4	-1
COc1ccc(C)cc1NC(=O)CN1CCN(S(=O)(=O)c2ccc(Cl)cc2)CC1	81	0.9	8	-2	0.18	-11	10	-1	-1
O=C(NCCCN1CCCC1)c1cccc(N2CCCC2=O)c1	100	0.9	8	-21	·	10	-2	-2	1
CC1=C(C(=O)NC2CCC(C)CC2)C2(CCC(C)CC2)OC1=O (configuration not stated)	94	0.9	-2	4	-0.037	-4	-7	1	-4

Bioassay records (PubChem)
